# Screening data deposited in PubChem BioAssay by The Scripps Research Institute Molecular Screening Center.
# FBW7 act: FBW7 E3 ligase activators, primary screen, biochemical, AlphaScreen, human. hit rate 0.13% among 650,000. AlphaScreen FBW7–phospho-cyclin E peptide binding, activator screen. F-box/WD repeat-containing protein 7 (Homo sapiens), Q969H0. normalized activity (activation), % at 26.1 µM. AID 1259310, 2017; in the data active = normalized activity above about 1.9%;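 note: purified mutant Fbw7 with reduced substrate affinity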
# MITF inh: MITF inhibitors, primary screen, biochemical, AlphaScreen, human | AlphaScreen MITF homodimerization, bead proximity signal | inhibition, % at 2.6 µM | AID 1259374, 2018 | Microphthalmia-associated transcription factor (Homo sapiens), O75030 | hit rate 0.91% among 650,000; in the data active = inhibition above about 50%;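 note: 0% = vehicle wells with protein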
# Target sequence (O75030 whole entry, looked up): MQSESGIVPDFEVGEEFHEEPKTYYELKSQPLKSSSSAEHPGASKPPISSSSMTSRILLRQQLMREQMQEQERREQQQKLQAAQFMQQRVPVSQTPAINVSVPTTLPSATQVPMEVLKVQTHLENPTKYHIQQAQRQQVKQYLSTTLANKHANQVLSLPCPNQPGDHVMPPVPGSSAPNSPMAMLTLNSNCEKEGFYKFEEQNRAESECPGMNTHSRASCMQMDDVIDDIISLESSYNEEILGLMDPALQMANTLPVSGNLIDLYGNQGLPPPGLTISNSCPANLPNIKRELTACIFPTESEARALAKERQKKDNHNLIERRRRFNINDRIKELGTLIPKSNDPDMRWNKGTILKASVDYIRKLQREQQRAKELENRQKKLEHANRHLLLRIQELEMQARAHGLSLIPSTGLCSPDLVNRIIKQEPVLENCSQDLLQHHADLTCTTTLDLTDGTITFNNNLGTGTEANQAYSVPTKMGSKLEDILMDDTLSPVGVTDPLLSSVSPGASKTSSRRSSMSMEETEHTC
# GPR151 ag: activators of human GPR151, primary screen, cell-based, PathHunter beta-arrestin, luminescence; PathHunter beta-arrestin GPR151 cells; activation, % at 11.2 µM; hit rate 1% among 650,000; AID 1508602, 2020; in the data active = activation above about 4.9%;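 note: 0% = median of compound wells and 100% = cells with positive control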
# Target sequence (Q8TDV0 whole entry, looked up): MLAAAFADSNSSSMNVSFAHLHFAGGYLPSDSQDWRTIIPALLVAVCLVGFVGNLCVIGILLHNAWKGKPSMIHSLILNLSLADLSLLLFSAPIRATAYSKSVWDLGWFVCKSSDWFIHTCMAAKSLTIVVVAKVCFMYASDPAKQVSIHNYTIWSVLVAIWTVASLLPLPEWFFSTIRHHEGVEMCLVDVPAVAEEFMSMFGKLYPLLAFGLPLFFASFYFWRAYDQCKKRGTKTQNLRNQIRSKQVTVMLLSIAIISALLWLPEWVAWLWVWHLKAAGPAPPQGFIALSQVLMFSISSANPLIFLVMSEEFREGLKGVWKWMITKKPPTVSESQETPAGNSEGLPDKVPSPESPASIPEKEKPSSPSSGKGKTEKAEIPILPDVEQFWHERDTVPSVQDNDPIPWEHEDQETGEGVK
# TEAD-YAP block: TEAD-YAP interaction inhibition, primary screen, TEAD-YAP interaction inhibitor project, luminescence, HEK-TIYL cells. TEAD-Gal4/YAP UAS-luciferase luminescence. inhibition, % at 9.12 µM. hit rate 1.4% among 640,000. AID 1259422, 2018; in the data active = inhibition above about 32%;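 note: 0% = median of test compound wells and 100% = reference inhibitor wells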
# The depositor's hits bear a star.
SMILES,FBW7 act,MITF inh,GPR151 ag,TEAD-YAP block
O=C(c1cnc2ccccn2c1=O)N1CCC[C@@H]2CN(Cc3ccc(F)cc3)CC[C@H]21,-0.3,7,-1.0,3
CC1=C(C(=O)OCCOc2ccccc2)C(c2ccc(Cl)cc2Cl)C2=C(CC(C)(C)CC2=O)N1 (stereo unspecified),0.4,0,0.7,10
COc1ccc(NC(=O)CSc2cn(CC(=O)N3CCOCC3)c3ccccc23)cc1,-0.1,5,1.2,-7
O=C(COC(=O)CNC(=O)c1ccco1)Nc1ccc(F)cc1,-0.1,-3,2.5,0
c1ccc2c(c1)nc(NC1CCCCC1)c1nccn12,0.1,-5,-0.6,-13
COc1ccc(NC(=O)COc2ccc(C)c(C)c2)c(OC)c1,-0.1,-17,-1.6,-9
Cc1oc(-c2cccs2)nc1CN1CCN(C2CCCC2)C(CCO)C1 (stereo unspecified),0.0,4,-1.6,-7
COc1ccc(S(=O)(=O)NC(CC(=O)NCc2ccccc2OC)c2ccco2)cc1 (stereo unspecified),0.0,14,-0.1,3
COc1ccccc1C(=O)Nc1cccc([N+](=O)[O-])c1,-0.2,-3,-1.2,-17
COCCNC(=O)Cc1ccc(S(C)(=O)=O)cc1,0.0,12,0.9,-2
CCn1cc(C2C(C#N)=C(N)Oc3n[nH]c(C)c32)c2ccccc21 (stereo unspecified),-0.6,15,-0.1,9
CCOC(=O)c1c(NC(=O)c2cc([N+](=O)[O-])ccc2N2CCCCC2)sc2c1CCCC2,0.0,-2,2.9,-4
Cc1ccccc1OCC(=O)NCCS(=O)(=O)N1CCc2ccccc21,0.0,5,2.0,8
c1nc(NC23CC4CC(CC(C4)C2)C3)c2ccsc2n1,0.0,3,2.6,3
CCOC(=O)c1c(NC(=O)C(C)Sc2nnc(CNC(=O)c3cccc(OC)c3)n2C)sc2c1CCCC2 (stereo unspecified),0.1,13,-2.1,7
CC(=O)Nc1c[nH]c2ccccc12,1.3,-4,-0.8,1
CCOC(=O)N1CCN(S(=O)(=O)CCCOc2cccc3c2OC(C)(C)C3)CC1,1.1,16,1.2,5
CC1CCCC(NC(=O)C2CCCN(S(=O)(=O)c3cnc[nH]3)C2)C1C (stereo unspecified),0.1,1,0.5,3
COc1ccc(NC(=O)C(NC(=O)Cc2cccs2)c2ccccc2)cc1 (stereo unspecified),0.1,8,-0.5,-4
Cc1ccc(-c2ncn(-c3ccc(Nc4nccc(-c5cccc(-n6cncn6)c5)n4)cc3)n2)cn1,0.2,14,3.0,1
Cc1ccc2nsnc2c1NC(=O)c1ccc(Cl)c([N+](=O)[O-])c1,-0.1,-9,-0.4,5
COc1cc2[nH]c(=S)nc(NCc3cccs3)c2cc1OC,0.1,-9,0.5,20
CC1CCC/C(=N\NC(=O)Nc2ccccc2)C1 (stereo unspecified),-0.3,4,0.9,-51
CC(=O)Nc1cc(C2CC2)nn1-c1nc2c(c(=O)[nH]1)CCC2,-0.5,4,-1.4,-8
C=C(C)Cn1c(SC(C)CC)nc2c1c(=O)[nH]c(=O)n2C (stereo unspecified),0.1,17,-0.7,-12
Cc1cc2nc(-c3ccc(SCC(=O)N(C)C)nc3)[nH]c2cc1C,-0.1,3,0.8,-15
CCc1ccc(OCC(O)CN2CCCC2)cc1 (stereo unspecified),0.0,12,1.7,8
O=[N+]([O-])c1ccc(NCCNc2nc3ccccc3nc2N2CCOCC2)cc1,-0.1,15,-0.8,21
COc1ccc(S(=O)(=O)NCc2ccc(Br)cc2)cc1,0.0,1,1.0,15
Cc1ccccc1-n1c(=S)sc2c(=O)n(-c3ccc(F)cc3)c(SCC#N)nc21,0.0,-1,1.4,-2
Cn1cccc1/C=N/Nc1ccc(C(=O)O)cc1,-0.1,9,-7.5,23
CCOc1cccc(OCCCNCCN)c1,0.0,25,3.0,10
CCCc1cc2c(=O)c(-c3ccc4c(c3)OCCCO4)c(C)oc2cc1OC(C)=O,0.0,3,4.4,1
COc1cccc(C2C3=C(CC(c4ccc(Cl)cc4)CC3=O)Nc3ccccc3N2C(C)=O)c1 (stereo unspecified),0.0,-11,0.0,8
COCCNC(=O)c1ccc(NC(=O)C2(c3ccccc3)CCCC2)cc1,0.0,-10,0.0,-3
COc1ccc(OC)c(NC(=O)c2ccc(Cl)cc2[N+](=O)[O-])c1,-0.4,-3,2.7,-5
Cc1sc2ncn(CC(=O)NCC(=O)NCc3ccccn3)c(=O)c2c1C,0.1,14,-0.6,-2
COc1cc(/C=C2\SC(NC(C)=O)=NC2=O)cc2sc(=O)oc12,-0.6,0,0.5,-6
Cc1cccc(N(C(=O)c2csnn2)C(C(=O)NCc2ccccc2)c2cccnc2)c1 (stereo unspecified),0.4,3,-0.3,6
Cc1ccc(CCNC(=O)CCS(=O)(=O)Cc2cccc(Cl)c2)cc1,-0.1,-14,-0.2,-3
Cc1cc(/C=C(\C#N)C(=O)N2CCc3ccccc3C2)c(C)n1C,-0.4,-1,0.8,-2
CCOc1cc(-c2nnc(SCC(=O)Nc3cccc(Cl)c3)nc2-c2ccc(OC)c(OCC)c2)ccc1OC,-0.3,4,0.6,1
c1ccc2c(c1)OCC(c1nnc3sc(-c4ccncc4)nn13)O2 (stereo unspecified),0.1,3,0.4,8
CC(NC(=O)CCc1ccccc1)c1nnc2n1CCN(Cc1ccc(F)c(F)c1)CC2 (stereo unspecified),1.1,26,-0.7,7
COc1ccc([C@@H]2C[C@H](C(=O)Nc3cnn(C(C)C)c3)N(C)S(=O)(=O)N2)cc1OC,0.0,10,0.5,9

# Reformatted: results already given
canonical_smiles | FBW7 act | MITF inh | GPR151 ag | TEAD-YAP block
COCCNC(=O)c1ccc(NC(=O)C2(c3ccccc3)CCCC2)cc1 | 0.0 | -10 | 0.0 | -3
COc1ccc(OC)c(NC(=O)c2ccc(Cl)cc2[N+](=O)[O-])c1 | -0.4 | -3 | 2.7 | -5

# Next section
SMILES,FBW7 act,MITF inh,GPR151 ag,TEAD-YAP block
CCCOc1ccc(C(=O)Nc2ccc3oc(-c4ccc(C(C)(C)C)cc4)nc3c2)cc1,0.1,-17,-0.4,2
Cc1ccc(S(=O)(=O)N2CCCCC2CCNC(=O)C(=O)NCCc2ccco2)cc1 (stereo unspecified),0.1,5,0.2,47*
CC1CC(C)CN(S(=O)(=O)c2ccc(C(=O)Nc3nc(-c4ccc(I)cc4)cs3)cc2)C1 (stereo unspecified),0.3,17,-1.6,-1
Cc1cc2[nH]c(=O)c(=O)[nH]c2cc1S(=O)(=O)NC1CCCC(C)C1C (stereo unspecified),0.1,-10,0.0,-7
CCOC(=O)C1=C(Cn2ccnc2)NC(=O)NC1c1ccc(Cl)cc1 (stereo unspecified),0.3,-2,-0.1,11
COCC1CCCN(c2nc3nonc3nc2N2CCCCC2)C1 (stereo unspecified),-0.1,4,2.0,-13
CCCCn1c(SCc2cc(=O)oc3cc(O)ccc23)nc2ccsc2c1=O,0.1,4,-0.6,2
COc1ccc(/C=c2/sc3nc(-c4ccc(Cl)cc4)nn3c2=O)cc1,0.1,0,2.2,0
CCOc1ccc2cc(C#N)c(SCC(=O)Nc3ccc(N4CCOCC4)cc3)nc2c1,-0.2,2,0.5,14
CC(=O)Nc1cnn(-c2ccc(C(=O)NCc3ccsc3)cc2)c1,0.6,13,0.1,-15
O=C(CN1C(=O)c2ccccc2C1=O)N1CCC2(CC1)OCCO2,0.0,3,0.2,-7
FC(F)(F)c1cccc(CNc2cc(Nc3nccc4ccccc34)ncn2)c1,0.2,15,6.7*,-2
O=C(O)c1cc(-c2ccncc2)nc2ccccc12,-0.1,0,-1.0,0
CCOc1cc(N2CCN(S(=O)(=O)c3ccc(Cl)c(Cl)c3)CC2)nc(C)n1,-0.2,-2,-1.6,-5
CCOC(=O)N1CCN(c2nc3ccc(C(=O)c4ccccc4)cc3n3cnnc23)CC1,0.1,-1,-0.4,0

# Four structures already listed, sorted by molecular weight, falling:
SMILES,FBW7 act,MITF inh,GPR151 ag,TEAD-YAP block
Cc1sc2ncn(CC(=O)NCC(=O)NCc3ccccn3)c(=O)c2c1C,0.1,14,-0.6,-2
O=C(COC(=O)CNC(=O)c1ccco1)Nc1ccc(F)cc1,-0.1,-3,2.5,0
C=C(C)Cn1c(SC(C)CC)nc2c1c(=O)[nH]c(=O)n2C (stereo unspecified),0.1,17,-0.7,-12
Cn1cccc1/C=N/Nc1ccc(C(=O)O)cc1,-0.1,9,-7.5,23

# One compound at a time (already shown):
# CCOc1cc(N2CCN(S(=O)(=O)c3ccc(Cl)c(Cl)c3)CC2)nc(C)n1 reads FBW7 act = -0.2; MITF inh = -2; GPR151 ag = -1.6; TEAD-YAP block = -5
# CCCCn1c(SCc2cc(=O)oc3cc(O)ccc23)nc2ccsc2c1=O reads FBW7 act = 0.1; MITF inh = 4; GPR151 ag = -0.6; TEAD-YAP block = 2
# CC(=O)Nc1cnn(-c2ccc(C(=O)NCc3ccsc3)cc2)c1 reads FBW7 act = 0.6; MITF inh = 13; GPR151 ag = 0.1; TEAD-YAP block = -15

# Following part
SMILES,FBW7 act,MITF inh,GPR151 ag,TEAD-YAP block
CCOc1cccc2cc(C(=O)NCc3cccs3)c(=O)oc12,-0.2,-5,0.5,-5
CSc1ccccc1NC(=O)c1nn2c(c1Br)NC(c1cccs1)CC2C(F)(F)F (stereo unspecified),-0.1,13,-1.6,-8
CCc1ccc(-n2c(SCCN)nnc2-c2ccncc2)cc1,-0.3,20,-1.2,3
CCc1cccc(NC(=O)Oc2ccc3ccccc3c2)c1,-0.1,0,0.5,4
O=C(Nc1cc2c3c(c1)CCN3C(=O)CC2)c1cccc(Br)c1,0.0,8,1.2,8
Cc1cc(C)n(-c2cccc(CN3CCN(C4CCCCC4)C(CCO)C3)c2)n1 (stereo unspecified),-0.1,-1,-1.1,-4
CC1(C(=O)NC2CCCCC2)CCC(=O)N1Cc1cccnc1 (stereo unspecified),-0.2,-12,0.5,-3
CC(=O)/C=C(\C)Nc1c(C)n(C)n(-c2ccccc2)c1=O,0.1,0,-1.9,-3
O=C1NC2=C(C(=O)OC2)C(c2ccccc2)N1 (stereo unspecified),-0.1,-9,1.1,10
Cn1c(=O)c2c(ncn2Cc2cccc(I)c2)n(C)c1=O,-0.2,-8,0.4,39*
O=C(Cc1ccc([N+](=O)[O-])cc1)N1CCN(c2ccc([N+](=O)[O-])cc2)CC1,-0.1,2,1.9,11
Cc1ccc(C)c(N2CCN(C(=O)CN3C(=O)CCc4ccccc43)CC2)c1,0.0,0,0.6,7
CCc1ccc(NC(=O)C(=O)NCCOc2ccccc2)cc1,0.3,4,-1.6,10
CCOC(=O)C1(CCc2ccccc2)CCN(C(=O)CCc2cnn(C)c2)CC1,-0.1,-6,1.9,-1
COCCNC(=O)c1ccc(Cn2c(SCC(=O)Nc3cc(C)[nH]n3)nc3ccc(Br)cc3c2=O)cc1,0.0,6,0.4,4
CCN(CC)c1nc(C)nc2sc(C(=O)Nc3ccc(Cl)cn3)c(C)c12,-0.2,-5,-1.2,-7
COc1ccc(/C=C/C(=O)Nc2ccc([N+](=O)[O-])cc2OC)cc1,0.1,17,1.0,5
CCOC(=O)c1c(NC(=O)CSc2nccn2C)sc2c1CCCCC2,0.0,18,-0.1,-2
COC(=O)c1ccc(NC(=S)N2CCC(NC(C)=O)CC2)cc1,0.0,14,-0.3,-6
COc1ccccc1NC(=O)c1sc2ncnc(N3CCN(c4ccccc4OC)CC3)c2c1C,-0.1,3,-1.2,8
Cc1ccc(NC(=O)C(=O)NC2CCCCC2)cc1,0.0,1,-2.5,-37
COc1ccccc1-c1cc(N)n(S(=O)(=O)c2ccccc2)n1,0.0,4,-0.1,14
Cc1cccc(N/N=C/c2ccc(O)c(O)c2O)c1,-0.3,46,-0.9,5
O=C(COC(=O)CC1CCCCC1)Nc1ccc(Br)cc1F,0.0,6,0.3,-8
CCC(=O)NC(=S)Nc1cccc(F)c1,0.0,10,-0.6,-1
Cc1ncsc1C(=O)N1CCN(Cc2ccccc2F)C[C@@H]1C(C)C,0.0,-2,-1.0,0
CCc1nc(SCC(=O)Nc2ccc(OC)c(OC)c2)[nH]c(=O)c1C,-0.1,-7,-0.1,17
CC(C)CSc1nnc(CNC(=O)C2CCOC(C)(C)C2)n1C (stereo unspecified),0.0,-21,0.1,0
CCCCN(CC)c1ncnc2ccc(C)cc12,-0.3,12,-0.1,11
COc1ccc2c(c1)sc1ncc(C(=O)NOC(C)(C)C)c(=O)n12,0.1,0,1.6,0
Cc1ccc2cc3c(nc2c1C)OCC(=O)N(Cc1ccco1)C3,0.1,2,-1.5,-12
CCN1C(=O)c2cccc3c(NC(=O)c4cc(OC)c(OC)c(OC)c4)ccc1c23,-0.1,-12,-0.4,-4
COc1ccccc1NC(=O)c1nn(C)cc1N=Cc1ccc([N+](=O)[O-])cc1,0.0,22,-0.6,3
O=C(NCc1nnc(SCc2ccccc2)o1)c1ccccc1,0.3,10,-1.4,19
COc1ccc(-c2csc3ncnc(Nc4ccc5c(c4)OCO5)c23)cc1,0.1,-5,1.6,1
O=C(NCc1ccc2c(c1)OCO2)c1nn(C23CC4CC(CC(C4)C2)C3)cc1[N+](=O)[O-],-0.6,0,2.3,6
COc1ccc(C(=O)NC(=S)N2CCCCC2)cc1,0.0,-3,-0.9,-3
COC(=O)c1ccc(CSc2ccc(Oc3ccc(SCc4ccc(C(=O)OC)cc4)cc3)cc2)cc1,-0.1,4,3.7,11

# Random draw from the library; about 3.4% have a hit in one of these screens.
